# UTI89 phage lysis: inhibition of K1F phage lysis, E. coli UTI89, bacterial capsule biogenesis inhibitors, alamar blue (AID 488966); E. coli UTI89 K1F phage lysis, alamar blue, 2 h; higher % means a stronger effect; inhibition, % at 100 µM; hits with a dose series show IC50 in µM; hit rate 0.02% among 340,000;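 active = phage lysis inhibition, versus mean bacterial control, above a set limit; inconclusive = no clear call, values can overlap the other calls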;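 also: capsule biogenesis inhibitors block K1F phage lysis so surviving cells raise fluorescence; higher fluorescence means more inhibition of phage lysis; actives were called in the ten point dose series up to 300 µM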
# Myeloid diff MLP: induction of myeloid progenitor differentiation, primary screen, cell-based, flow cytometry, MLPCN library; ER-HoxA9 myeloid progenitors, lysozyme-GFP differentiation; calls only at 10 µM; hit rate 1% among 360,000; AID 624256, 2012;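 active = normalized GFP-positive differentiation at or above the plate's own cutoff, the solvent-only control mean plus 3 SD; inconclusive = no clear call, values can overlap the other calls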;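 also: cells exposed to compound for four days before flow analysis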
# MgcRacGAP inhibition: MgcRacGAP GTPase-activating activity inhibitors, confirmation, biochemical, ADP Hunter fluorescence | Rac GTPase-activating protein 1 (Homo sapiens) | MgcRacGAP-stimulated Rac1 GTP hydrolysis, ADP Hunter fluorescence; higher % means a stronger effect; GST-tagged Rac1 F28L mutant substrate | one-dose inhibition, % at 30 µM; IC50 in µM for titrated hits | hit rate 0.6% among 340,000 | AID 624330, 2012;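 active = first-screen hits whose inhibition reached a set limit at any dose in the follow-up dose series; inconclusive = inhibition above the set first-screen limit but never retested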;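 also: fluorescence reports GDP produced by GAP-driven GTP hydrolysis; strong numbers were not always called active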
# T cell modulator: modulators of CD8 T cell-vesicle binding, primary screen, mouse 2C CD8+ T cells, flow cytometry; AID 2052, 2009; calls only at 7 µM; hit rate 0.068% among 330,000; 2C CD8+ T cell-vesicle binding; stronger effect = lower value;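 active = response, share of CD8 T cells binding vesicles, and their 90th percentile fluorescence all below set limits, cut at about 80% in these data, passing the limit was not always enough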
#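 material = purified 2C TCR transgenic mouse naive CD8+ T cells | controls = Unloaded micro-vesicles (low), QL9 vesicles with 0.7% DMSO (high) | detection = cytometric PE anti-B7-1 and Alexa647 anti-CD8 signals after 1% paraformaldehyde fixation | incubation = binding step 1.5 h, 37 °C, antibody labelling 20 min, ice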
# Large T inhibition: SV40 large T antigen inhibitors, biochemical (AID 1903) | SV40 large T antigen ATPase/helicase inhibition assay; higher % means a stronger effect | inhibition, % at 20 µM, or IC50 in µM where a hit was titrated | hit rate 0.39% among 310,000; in the data active = a potency from the dose series; inconclusive = inhibition mostly from about 32% at the one dose, without a potency; inactive = the rest, 99 in 100 with inhibition below about 32%; also: strong numbers were not always called active
# TNAP activators: human TNAP enzyme activators, primary screen, biochemical, luminescent, no phosphate acceptor, uHTS (AID 1001) | Alkaline phosphatase, tissue-nonspecific isozyme (Homo sapiens) | purified TNAP, luminescent activation assay, no phosphate acceptor; higher activation fold means a stronger effect | activation fold at 20 µM; hits with a dose series show EC50 in µM | hit rate 0.03% among 200,000; in the data active = activation fold from about 3, or a potency from the dose series; inactive = the rest, 99 in 100 with activation fold below about 1.6; also: many of its hits are not listed in these tables
# Salmonella PhoP GFP: inhibitors of PhoP regulon expression, primary screen, Salmonella Typhimurium, GFP reporter (AID 1863); hit rate 0.16% among 300,000; S. Typhimurium PhoP-regulated promoter GFP reporter, 4 h; higher % means a stronger effect; inhibition, % at 50 µM; hits with a dose series show IC50 in µM;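 active = inhibition over 29.93%, a cutoff 3 SD above the screen mean, later confirmed by dose response; inconclusive = inhibition over 29.93% but no dose response follow-up; inactive = inhibition at most 29.93% or unconfirmed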;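 also: 0% = low Mg2+ inducing control and 100% = high Mg2+ repressing control; strong numbers were not always called active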
# RSV antiviral HEp-2: RSV antiviral activity via CPE protection, HEp-2 cells, primary 10 µM value included (AID 2391) | CPE inhibition, % at 10 µM; hits with a dose series show IC50 in µM | HEp-2 cells, RSV-induced CPE inhibition; higher % means a stronger effect | hit rate 0.13% among 310,000; in the data active = a potency from the dose series; inconclusive = CPE inhibition mostly from about 23% at the one dose, without a potency; inactive = the rest, 99 in 100 with CPE inhibition below about 21%; also: strong numbers were not always called active
# NTR1 agonist: agonists of NTR1, primary screen, imaging, U2OS cells, beta-arrestin-GFP, high content (AID 493036); Neurotensin receptor type 1 (Homo sapiens), P30989; NTR1-U2OS beta-arrestin-GFP spot imaging, agonist mode; activation, % at 20 µM; hit rate 0.17% among 330,000;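 active = activation at or above 40% of the spot to cytoplasm intensity ratio, with at least 20 cells analyzed; inconclusive = wells under 20 cells, flagged as cytotoxic or low count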;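 also: 0% = DMSO without peptide and 100% = 100 nM NTR1 peptide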
# Target sequence (P30989 whole entry, looked up): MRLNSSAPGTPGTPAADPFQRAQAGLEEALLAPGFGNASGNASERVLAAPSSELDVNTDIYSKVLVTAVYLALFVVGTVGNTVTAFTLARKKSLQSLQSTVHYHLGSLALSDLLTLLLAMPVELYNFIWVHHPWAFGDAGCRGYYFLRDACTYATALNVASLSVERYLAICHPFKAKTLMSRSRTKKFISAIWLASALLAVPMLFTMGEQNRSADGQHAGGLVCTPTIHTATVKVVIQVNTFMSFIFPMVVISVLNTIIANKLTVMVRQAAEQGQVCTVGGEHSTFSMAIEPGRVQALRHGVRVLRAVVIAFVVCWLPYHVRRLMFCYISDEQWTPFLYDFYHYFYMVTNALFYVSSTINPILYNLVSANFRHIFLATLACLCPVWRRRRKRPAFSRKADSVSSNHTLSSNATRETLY
# T cell modulator vesicle-bound %: recorded beside T cell modulator, whose call it bears; double positive events, %; measured here: CD8+ vesicle-bound cell fraction;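 binding gate set so that unloaded-vesicle control wells show 10% double positive cells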
# NTR1 agonist cell count 20 µM: recorded beside NTR1 agonist, whose call it bears; cell count; measured here: cell count, cytotoxicity flag
# Myeloid diff MLP GFP+ MAC1+ %: further read-out of Myeloid diff MLP, marked with its call; GFP+ MAC1+ double positive, %; measured here: differentiation confirmed by MAC1 staining
# An asterisk follows results filed as active; i = inactive; ? = inconclusive; . = not tested or not shown; [ ] = dose if it differs, or a comment.
# Fields: UTI89 phage lysis	Myeloid diff MLP	Myeloid diff MLP GFP+ MAC1+ %	MgcRacGAP inhibition	T cell modulator	T cell modulator vesicle-bound %	Large T inhibition	TNAP activators	Salmonella PhoP GFP	RSV antiviral HEp-2	NTR1 agonist	NTR1 agonist cell count 20 µM
CC(N=C1CC(C)(C)CC(=O)/C1=C(/O)CCCN1C(=O)c2ccccc2C1=O)C(=O)O (stereo not given)
    -0.1%	i	0.6	5%	i	50	8%	1.1	-1%	-1.1%	2.1	64
O=C1CCC(=O)N1CNc1cccnc1
    -1.8%	i	0.4	3%	i	47	13%	1.1	-14%	0.5%	-1.4	64
N#Cc1ccc(C(=O)NC2CCCCCCC2)cc1
    -0.1%	i	1.5	5%	i	37	7%	.	-5%	3.5%	0.6	57
Cc1csc(NC(=O)Nc2ccc(Cl)cc2)n1
    0.2%	i	0.4	2%	i	26	13%	1.1	4%	6.3%	2.9	91
OCCNC(=S)Nc1cccc(Cl)c1Cl
    0.0%	i	0.5	1%	i	42	9%	.	-9%	2.6%	-0.9	31
COc1cc(/C=C2\SC(=S)N(CCC(=O)N3CCCCC3)C2=O)cc(OC)c1OC
    0.3%	?	.	3%	i	12	3%	.	4%	19%	3.8	56
COc1cc(/C=N/Nc2nc(Nc3ccccc3)nc(N3CCOCC3)n2)ccc1OC(=O)c1ccco1
    0.1%	i	0.3	9%	i	59	8%	0.9	-8%	4.1%	4.1	72
COc1ccc(CC(=O)Nc2ccc(F)c(F)c2F)cc1S(=O)(=O)N1CCOCC1
    0.0%	i	0.8	3%	i	5	.	.	.	2.6%	-1.4	60
COc1ccc(-c2ccc3c(N)c(C(=O)c4ccc(OC)c(OC)c4)sc3n2)cc1
    -2.8%	i	5.6	7%	i	20	0%	1.1	-1%	1.8%	2.7	81
CC(OC(=O)CCCc1nc2ccccc2s1)C(=O)NC(N)=O (stereo not given)
    0.2%	i	0.7	12%	i	52	6%	.	-6%	1.2%	1.4	43
O=C(OCc1nnc(-c2ccccc2)o1)c1cc([N+](=O)[O-])ccc1Cl
    0.0%	i	0.9	3%	i	34	0%	1.2	-3%	0.0%	4.2	54
COc1ccc(Cc2nnc(NC(=O)c3ccccc3F)s2)cc1
    3.0%	i	0.2	3%	i	50	9%	.	-2%	14%	0.1	68
Cn1c(SCC(=O)c2ccc3c(c2)OCO3)nnc1C1COc2ccccc2O1 (stereo not given)
    -0.1%	i	2.2	8%	i	34	8%	1.1	-1%	-1.8%	-1.4	85
CN1CCN(C(=O)c2ccccc2NC(=O)COc2ccccc2Cl)CC1
    0.9%[50 µM]	i	1.1	4%	i	56	11%	.	-1%	1.7%	0.8	55
Cc1c(C(=O)O)cccc1-n1c(C)cc(/C=N/NC(=O)c2cc3ccccc3o2)c1C
    -0.1%	i	0.2	6%	i	20	7%	0.6	-9%	-0.3%	-2.0	89
Cn1cnnc1Sc1cc(N2CCN(S(=O)(=O)c3ccccc3)CC2)ccc1[N+](=O)[O-]
    0.2%	i	0.2	-10%	i	50	5%	1	2%	2.7%	-1.0	84
O=C(CNc1cc(S(=O)(=O)N2CCCC2)ccc1OCC(F)(F)F)Nc1cccc(C(F)(F)F)c1
    3.7%	i	0.7	-2%	i	44	5%	0.9	4%	13%	5.4	43
c1ccc(N2CCN(c3nc4ccccc4n4nnnc34)CC2)cc1
    0.5%	i	0.4	2%	i	38	0%	1.1	-14%	19%	2.0	56
CNc1nc(-c2ccccc2)nnc1C(F)(F)F
    6.0%	i	1.2	3%	i	34	1%	1.1	-6%	41%	-0.9	76
CCOC(=O)C1CCN(C(=O)c2ccc(S(=O)(=O)Nc3ccccc3OC)cc2)CC1
    1.0%[50 µM]	i	0.9	0%	i	28	.	.	.	3.6%	3.7	41
Cc1cc(Nc2nc3c(c(=O)n(C)c(=O)n3C)n2C)n(-c2ccc(Cl)cc2)n1
    0.3%	i	0.5	11%	i	40	8%	1	-16%	2.7%	0.9	43
Cc1ccc(C(=O)C(C)Oc2ccc3ccc(=O)oc3c2)cc1 (stereo not given)
    -0.1%[50 µM]	i	6.6	1%	i	7	13%	.	4%	10%	-0.4	77
Cc1ccc(S(=O)(=O)c2nnn3c2nc(N2CCCCC2)c2ccccc23)cc1
    0.0%	i	1.0	4%	i	32	12%	1	-2%	4.1%	1.3	63
CCOC(=O)CNc1c(-c2ccc(F)cc2)nc2cnccn12
    0.2%	i	1.3	11%	i	47	4%	1.2	-2%	0.9%	0.1	90
Cc1ccc(CNC(=O)c2ccc(N3CCC4(CC3)CC(c3cccc(Br)c3)=NO4)c(NC(=O)c3c(Cl)cccc3Cl)c2)cc1
    0.7%	i	2.1	5%	i	40	6%	.	12%	0.6%	4.5	76
CN(C(=O)COC(=O)c1ccccc1SCC(=O)N1CCCC1)C1(C#N)CCCCC1
    0.8%[50 µM]	i	0.3	8%	i	16	.	.	.	1.6%	-1.0	52
Cc1ccc(Nc2nnc(SCC(=O)NC3CC3)s2)cc1
    0.8%[50 µM]	i	0.6	2%	i	39	.	.	.	1.5%	3.6	56
COC(=O)c1sccc1NC(=O)Nc1cccc([N+](=O)[O-])c1
    0.6%[50 µM]	i	5.2	10%	i	17	11%	.	-4%	2.8%	1.7	70
Cc1ccc([N+](=O)[O-])cc1S(=O)(=O)N(C(=O)c1ccncc1)c1ccc2oc3c(c2c1)CCCC3
    -2.0%	i	1.5	-6%	i	18	-4%	1.1	6%	7.3%	8.9	40
Cc1csc(=O)n1CCC(=O)OCC(=O)Nc1ccc(Cl)cn1
    0.6%[50 µM]	i	1.3	4%	i	54	8%	.	0%	0.9%	-0.3	73
CCCOc1ccc(Br)cc1CSC(=N)N
    5.2%	i	0.2	6%	i	52	-3%	0.8	56%	3.6%	-1.4	89
CCOC(=O)Cc1csc(NC(=S)NC(=O)c2cc(OC)c(OC)c(OC)c2)n1
    -0.8%[50 µM]	i	0.3	3%	i	30	19%	.	1%	-0.3%	2.4	44
CC(=O)Oc1ccc(/C=C2\N=C(C3CCCCC3)OC2=O)cc1
    0.0%	i	0.4	9%	i	28	14%	1.1	-1%	0.5%	1.1	56
C/C=C/c1ccc(OCC(O)CN2CCCCCCC2)c(OC)c1 (stereo not given)
    0.6%	i	0.8	24%	i	56	5%	1.1	-1%	1.9%	-0.1	52
Cc1[nH]c(-c2ccc(F)cc2)cc1C(=O)N1CCN(c2ccccc2)CC1
    -0.7%[50 µM]	i	0.3	8%	i	27	3%	.	9%	15%	4.2	103
O=C(CN1CCN(C(=O)c2ccccc2F)CC1)Nc1ccc(Br)cc1
    0.2%	i	0.4	10%	i	35	3%	1.1	0%	2.4%	0.1	52
CCOc1ccccc1N(CC(=O)Nc1c(C)n(C)n(-c2ccccc2)c1=O)S(=O)(=O)c1ccccc1
    -0.1%	i	0.4	11%	i	30	10%	1.1	-6%	1.2%	0.3	75
CCNC(=O)CC1C(=O)N(c2ccc(OC)cc2)C(=O)N1Cc1ccc(OC)cc1 (stereo not given)
    4.5%	i	2.8	1%	i	17	-6%	1	-5%	1.2%	1.0	55
O=C1CCC(C(=O)N2CCSCC2)CN1CCc1ccccc1 (stereo not given)
    0.4%	i	6.9	5%	i	59	6%	.	-8%	1.4%	-1.9	57
C=CCC[C@H](Cc1ccc(F)cc1)C(=O)OC[C@@H](Cc1c[nH]c2ccccc12)NC(=O)[C@H](CC=C)CC(=O)NCCO
    -0.7%	i	0.8	12%	i	8	.	.	.	.	2.1	42
CC1(C)C2CCC1(C)C(Nc1ccccc1)C2 (stereo not given)
    0.1%	i	0.5	11%	i	45	.	.	-7%	0.1%	0.6	65
CC1C(=O)N2CCCc3cc(NC(=O)C4CC4)cc1c32 (stereo not given)
    0.9%[50 µM]	i	0.5	3%	i	47	14%	.	-5%	-2.1%	0.6	68
CCOc1ccc(C(=O)NCC2CCCO2)cc1 (stereo not given)
    -2.3%	i	7.6	-1%	i	11	1%	1.1	0%	0.3%	2.4	67
Cc1cccc(N(CC(=O)NCc2ccc(F)cc2)C(=O)c2csnn2)c1C
    -0.6%	i	0.1	-7%	i	45	12%	1	-6%	1.1%	-0.9	42
COc1ccc(CN2CCSCC2)c(OC)c1C
    -1.5%	i	1.5	29%	i	30	4%	.	3%	0.4%	0.3	44
CCc1ccc(/C=N/NC(=O)c2cc(-c3ccccc3OC)nc3ccccc23)s1
    -0.9%	i	0.8	8%	i	37	4%	0.9	0%	4.2%	-0.6	73
Cc1cc(/C(N)=N/OC(=O)Nc2cccc(C(F)(F)F)c2)no1
    .	i	0.4	.	i	20	8%	.	4%	1.5%	1.5	43
CCOC(=O)N1CCN(C(=O)CNC(=O)Cc2ccc(Cl)cc2)CC1
    0.4%	i	0.7	14%	i	51	5%	1.1	-10%	0.1%	-1.5	32

# By substructure: those above containing an NH in an aromatic ring
# Fields: UTI89 phage lysis	Myeloid diff MLP	Myeloid diff MLP GFP+ MAC1+ %	MgcRacGAP inhibition	T cell modulator	T cell modulator vesicle-bound %	Large T inhibition	TNAP activators	Salmonella PhoP GFP	RSV antiviral HEp-2	NTR1 agonist	NTR1 agonist cell count 20 µM
Cc1[nH]c(-c2ccc(F)cc2)cc1C(=O)N1CCN(c2ccccc2)CC1
    -0.7%[50 µM]	i	0.3	8%	i	27	3%	.	9%	15%	4.2	103
C=CCC[C@H](Cc1ccc(F)cc1)C(=O)OC[C@@H](Cc1c[nH]c2ccccc12)NC(=O)[C@H](CC=C)CC(=O)NCCO
    -0.7%	i	0.8	12%	i	8	.	.	.	.	2.1	42
